Screens deposited in PubChem BioAssay by Broad Institute.
DENV2 CPE rescue – inhibitors of DENV2 cytopathic effect. DENV2-infected cells, cytopathic effect rescue, plate reader. AID 651640. actives 1.7% (n = 350,000). CPE inhibition, % at 9.99 µM; in the data active means CPE inhibition above about 20%, passing the limit was not always enough; inconclusive means no clear call, values can overlap the other calls; tested in BHK-21 cells;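 further: 0% = median of neutral control wells and 100% = median of positive control wells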
SIRT5 block – blocks human SIRT5 desuccinylation of peptide; Q9NXA8; Purified SirT5, succinyl-peptide AMC, trypsin-coupled fluorescence; inhibition, % at 15 µM; actives 1.1% (n = 330,000); AID 652115; in the data active means inhibition above about 15%; inconclusive means no clear call, values can overlap the other calls
Casp6 inh – blocks human caspase-6 cleavage activity; P55212; purified caspase-6, Z-VEID-R110 cleavage fluorescence; inhibition, % at 12.5 µM; actives 0.53% (n = 350,000); AID 686996;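 active means mean inhibition across replicates at least about 35%, with every replicate also reaching that limit, limit read from the data; inconclusive means only one of the two criteria met; inactive means neither criterion met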;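 further: 0% = median of neutral control wells and 100% = no fluorescence left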
Target sequence (P55212 24-179 limits assumed): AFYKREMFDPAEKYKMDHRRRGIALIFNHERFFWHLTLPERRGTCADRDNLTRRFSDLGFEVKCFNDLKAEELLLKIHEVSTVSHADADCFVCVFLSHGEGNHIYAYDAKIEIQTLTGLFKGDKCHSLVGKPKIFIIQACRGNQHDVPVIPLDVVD
Target sequence (P55212 194-293 limits assumed): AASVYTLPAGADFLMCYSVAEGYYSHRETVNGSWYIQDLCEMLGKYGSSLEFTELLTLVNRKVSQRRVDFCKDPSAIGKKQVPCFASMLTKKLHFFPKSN
ERAP1 inh – inhibitors of human ERAP1 aminopeptidase | recombinant ERAP1, Leu-AMC fluorescence, 60 min | inhibition, % at 10.7 µM | actives 0.15% (n = 340,000);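 active means mean replicate inhibition of at least 30%, or all replicates individually reaching that 30% level; inactive means mean below 30% and not every replicate reaching it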;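 further: 0% = neutral control wells and 100% = L-leucinethiol positive control wells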
miR122 inh – inhibitors of miR-122 in Huh7 cells. Huh7 miR-122 Renilla luciferase sensor, 48 h; neutral wells = 0, positive control = 100. activation (reporter increase), % at 12.5 µM. actives 0.3% (n = 340,000). AID 602342;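 active means mean replicate activation score at least 90 and every replicate individually at or above 90; inconclusive means only one of the two criteria met; inactive means neither criterion met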;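 further: higher luciferase means less miR-122 activity so hits act as miR-122 inhibitors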
ERp5 inh – inhibitors of human ERp5. actives 0.05% (n = 350,000). ERp5 insulin aggregation, absorbance 650 nm, 90 min. Q15084. inhibition, % at 9.99 µM;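 active means mean replicate inhibition above about 25%, with every replicate also reaching it, limit read from the data, passing the limit was not always enough; inconclusive means only one of those two criteria met; inactive means neither criterion met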
Target sequence (Q15084 whole entry, looked up): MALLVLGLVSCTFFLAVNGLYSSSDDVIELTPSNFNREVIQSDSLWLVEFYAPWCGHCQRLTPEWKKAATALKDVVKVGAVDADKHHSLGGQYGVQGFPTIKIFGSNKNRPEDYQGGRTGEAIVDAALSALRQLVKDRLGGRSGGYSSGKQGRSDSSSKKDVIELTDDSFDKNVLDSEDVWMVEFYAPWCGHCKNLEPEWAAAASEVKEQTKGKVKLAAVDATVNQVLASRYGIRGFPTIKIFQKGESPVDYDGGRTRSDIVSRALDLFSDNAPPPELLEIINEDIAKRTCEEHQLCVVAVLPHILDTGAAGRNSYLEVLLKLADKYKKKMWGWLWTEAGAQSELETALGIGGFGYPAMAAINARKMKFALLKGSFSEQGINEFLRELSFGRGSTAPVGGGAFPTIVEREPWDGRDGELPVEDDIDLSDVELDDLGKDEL
CFTR F508del cor – CFTR F508del correction in bronchial cells. CFBE cells, YFP halide quenching; stimulated with forskolin plus potentiator P3; % fluorescence drop versus neutral controls. activity (quench increase), % at 7.58 µM. actives 0.36% (n = 350,000). AID 720511;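 active means mean added fluorescence quench of at least 8% versus neutral control, with both replicates also reaching 8%; inconclusive means only one of the mean or replicate conditions met; inactive means mean below 8% and not both replicates reaching 8%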;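 further: cells transiently co-express mutant CFTR-F508del with the halide-sensitive YFP; corrector assay measuring rescue of mutant channel to the surface after 24 h compound exposure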
* marks the source's active call; other numbers are inactive results; ? = inconclusive; · = not tested or not shown; & = joins results of further samples; [ ] = remark or other dose.

SMILES,Casp6 inh,CFTR F508del cor,SIRT5 block,ERp5 inh,ERAP1 inh,miR122 inh,DENV2 CPE rescue
Cc1noc(C)c1S(=O)(=O)Nc1ccc2c(c1)C(=O)N([C@@H](C)CO)C[C@H](C)[C@H](CN(C)Cc1ccc3c(c1)OCO3)O2,2,2.2,1,0,1,-19[16.7 µM],32*
CCc1c(O)nc(SCC(=O)N2CCc3cc(OC)c(OC)cc3[C@@H]2C)[nH]c1=O,-2,5.0,10,-2,-1,-2,-6
COc1ccccc1NC(=O)N[C@@H]1CC[C@H](CC(=O)N2CCC(Cc3ccccc3)CC2)O[C@H]1CO,0,-0.7,-5,-1,3,·,?
CC(=O)Nc1ccc(NC(=O)CSc2ccccn2)cc1,2,·,·,5,11,-1,·
COc1ccc(C#Cc2ccc([C@@H]3[C@H](CO)N4C(=O)CN(C(=O)Nc5ccccc5F)C[C@@H]34)cc2)cc1,0,-0.4,11,12,-1,·,-5
C[C@H]1CCCCO[C@@H](CN(C)C(=O)NC2CCCCC2)[C@@H](C)CN([C@@H](C)CO)C(=O)c2cc(NS(=O)(=O)c3cccs3)ccc2O1,3,-0.5,-1,2,0,-1[16.7 µM],-1
CCCCCn1c(CCNC(=O)c2cccs2)nc2ccccc21,-3,-1.0,1,-2,-1,-1,6
Cc1noc(C)c1NC(=O)N(C)C[C@H]1OCCCC[C@H](C)Oc2ccc(NS(C)(=O)=O)cc2C(=O)N([C@H](C)CO)C[C@@H]1C,·,-1.4,·,·,·,0[16.7 µM],?
COc1cc(/C=N/NC(=O)COc2cc(C)cc(C)c2)ccc1OS(=O)(=O)c1ccc(C)cc1,-3,·,-4,0,0,·,6
CCC(=O)NC(Cc1ccccc1)c1ccc2c(c1)OCCCO2 (configuration not stated),1,·,0,3,5,1,·
O=C(CN1CCOCC1)N[C@H]1CC[C@@H](CCn2cc(C3CC3)nn2)O[C@@H]1CO,0,1.6,0,-5,-1,·,-1
Cc1noc(C)c1NC(=O)Nc1cccc2c1O[C@@H](CN(C)Cc1ccc(C(=O)O)cc1)[C@H](C)CN([C@@H](C)CO)C2=O,0,1.0,-3,5,-1,-17[16.7 µM],8
CCOC(=O)C1(C)CCCN1C(=O)c1sccc1C (configuration not stated),1,-4.7,·,-1,-2,-5,-10
CCN(CC)Cc1cc(C(C)=O)ccc1OCC(C)C,-9,0.0,0,1,1,-8,1
Cn1c(SCc2ccc(C(C)(C)C)cc2)nnc1C1COc2ccccc2O1 (configuration not stated),2,0.8,1,2,·,1,-9
Cn1c(=O)oc2cc(S(=O)(=O)Nc3ccc(Cl)cc3)ccc21,1,-2.2,-1,-1,0,40,-1
O=C(NC1CCCC1)C(c1ccccc1)n1c(CSCCOc2ccccc2)nc2ccccc21 (configuration not stated),1,3.2,·,-1,4,·,-19
C[C@@H]1CN([C@H](C)CO)C(=O)c2cccc(NC(=O)c3ccncc3)c2O[C@@H]1CN(C)S(=O)(=O)c1cn(C)cn1,3,-3.1,-8,1,0,1[16.7 µM],15
Cc1ccc(S(=O)(=O)N(C)C[C@H]2Oc3c(NC(=O)Nc4ccc(F)cc4)cccc3C(=O)N([C@H](C)CO)C[C@@H]2C)cc1,3,-1.6,-1,2,0,3[16.7 µM],-5
C[C@@H]1CN([C@@H](C)CO)C(=O)Cc2cc(NS(=O)(=O)c3cccs3)ccc2O[C@@H]1CN(C)S(=O)(=O)c1ccc(Cl)cc1,0,-3.0,11,1,-4,·,16

Records listed above that bear a hit mark in DENV2 CPE rescue:
SMILES,Casp6 inh,CFTR F508del cor,SIRT5 block,ERp5 inh,ERAP1 inh,miR122 inh,DENV2 CPE rescue
Cc1noc(C)c1S(=O)(=O)Nc1ccc2c(c1)C(=O)N([C@@H](C)CO)C[C@H](C)[C@H](CN(C)Cc1ccc3c(c1)OCO3)O2,2,2.2,1,0,1,-19[16.7 µM],32*

(further entries)
SMILES,Casp6 inh,CFTR F508del cor,SIRT5 block,ERp5 inh,ERAP1 inh,miR122 inh,DENV2 CPE rescue
COc1ccc2c3c(n(C)c2c1)[C@H](CO)N(C(=O)c1cccc(F)c1)CC31CN(C(=O)c2cccc(F)c2)C1,1,1.3,-1,4,3,·,46*
COc1ccc(N(CCC#N)C(=O)/C(C#N)=C/c2cccs2)cc1,1,1.5,3,5,3,·,-1
COc1ccc(CNC(=O)c2cccc(C)c2[N+](=O)[O-])cc1,4,·,-3,-52,12,·,7
CCN(c1ccccc1)S(=O)(=O)c1nnc(NC(=O)C(C)(C)C)s1,-1,1.3,30*,-1,3,-4,?
COc1ccc(NC2CCCN(C(=O)c3cccc(N4CCNC4=O)c3)C2)cc1 (configuration not stated),·,-2.5,-1,4,-1,0,-4
CCN(CC(=O)NC1CCCC1)S(=O)(=O)c1ccc(F)cc1,-2,-0.7,-5,-6,-1,2,-5
COC(=O)[C@H]1[C@H](CO)[C@H]2Cn3c(ccc(-c4ccccc4OC)c3=O)[C@H]2N1C(=O)c1cnccn1,2,·,-3,-3,-2,·,3
CO[C@@H]1CN(C)C(=O)c2ccc(NC(=O)C3CC3)cc2OC[C@H](C)N(C(=O)NC(C)C)C[C@H]1C,-2,-2.5,-4,3,2,·,-6
C[C@H]1CN([C@@H](C)CO)C(=O)c2cccc(NC(=O)c3cnccn3)c2O[C@H]1CN(C)C(=O)Nc1ccccc1,-2,-1.5,1,3,3,-2[16.7 µM],28*
CC(C)(C)CN1C(N)=NC[C@@H]1Cc1ccc(O)cc1,-7,2.3,-2,-2,-2,-3,-2
C[C@@H]1CN([C@@H](C)CO)C(=O)c2cc(NC(=O)Nc3ccc(C(F)(F)F)cc3)ccc2O[C@@H]1CN(C)Cc1ccccc1,-1,3.2,3,-5,0,-21[16.7 µM],2
CC(C)(C)S(=O)(=O)N1C[C@H]2CC/C=C\C/C(c3ccccc3)=C\2[C@@H]1CCO,1,3.6,-7,3,-2,4,-11
O=C(C[n+]1ccccc1)N/N=C/c1cc(Br)ccc1O,-48,3.4,0,3,0,-4,-4
COC(=O)c1sccc1NC(=O)c1c(Cl)cccc1Cl,2,0.4,-2,1,-2,2,-5
CCc1ccccc1N(CC(=O)NCc1ccco1)C(=O)CCC(=O)Nc1ccccn1,8,-0.4,·,3,-3,·,8
O=C(NCCCNC(=O)c1ccc(Cl)cc1Cl)c1ccccn1,0,-1.2,-3,1,0,·,10
CCOC(=O)[C@]12CCC=C1N(Cc1ccco1)C(=O)[C@H](CC(=O)NCc1cccc(C(F)(F)F)c1)C2,1,-3.8,7,4,1,·,8
OCC[C@@H]1C[C@H](O)[C@@H](O)[C@]2(CCCc3ccccc3O2)O1,·,-2.5,·,8,-1,-8,16
CC(C)NC(=O)N[C@H]1CC[C@@H](CCNC(=O)C2CCC2)O[C@@H]1CO,1,-1.0,0,-1,-4,3[16.7 µM],1
CCN(CC)CCCNC(=O)CC1Oc2ccc(C)cc2NC1=O (configuration not stated),-13,-3.0,·,-5,-1,83,-1
CCC(=O)N(C)C[C@H]1[C@@H](c2ccc(C3=CCCCC3)cc2)[C@@H](CO)N1C(C)=O,2,3.3,0,-3,-8,·,2
Cc1ccc(SC2=C(Sc3ccc(C)cc3)C(=O)c3ccccc3C2=O)cc1,-4,-2.4,-6,-1,4,·,-1
O=S1(=O)CCC(N(N=Cc2ccco2)c2ccccc2)C1 (configuration not stated),0,4.3,·,-2,-1,·,12
COc1ccccc1-c1cn(CC[C@H]2CC[C@@H](NC(=O)C3CCCC3)[C@@H](CO)O2)nn1,4,-1.8,-2,-5,-4,·,6
CCOC(=O)c1ccc(NC(=O)CC2S/C(=N/N=C3/NC(=O)CS3)NC2=O)cc1 (configuration not stated),3,-1.2,15,3,2,·,0
COc1ccc2c(c1)c(C(=O)O)c(C)n2-c1ccc(Cl)cc1,7,-2.5,1,5,-3,·,-1
CCC(=O)N1[C@H](CO)[C@H](c2ccc(-c3ccc(F)cc3)cc2)[C@@H]1CNC(C)=O,·,1.4,·,·,·,7[16.7 µM],?
Nc1nc2nc(-c3ccc(F)cc3)cc(C(F)(F)F)n2n1,·,0.0,-5,10,-10,-4,0
COc1cc(C#Cc2c(-c3cncn3C)n(C)c3ccc(-c4cnc(N5CCOCC5)nc4)cc23)cc(OC)c1,1,7.3,0,3,-1,·,-6
O=C(Nc1ccc2c(c1)CCC2)c1ccc(Br)s1,-1,5.3,-2,-1,-2,-4,-3
CCCCNC(=O)C(OC(=O)c1ccccc1)c1ccco1 (configuration not stated),1,-1.2,-3,0,1,·,-2
CCN1CCN(Cc2ccc(NC(=O)c3ccc(C)c(NC(=O)C4=NN(c5ccccc5)C(=O)C4)c3)cc2C(F)(F)F)CC1,-3&-4,0.6&-0.1,1&4,0&-2,0&1,0&-5,4&-4
CN1CCCC1CCNc1ccc2sc3ccccc3c(=O)c2c1 (configuration not stated),-4,-0.6,·,-4,·,9,27*
COc1ccc(-c2ccc([C@@H]3[C@@H](C#N)N(C(=O)c4cccc(F)c4)[C@H]3CO)cc2)cc1,0,-2.3,7,5,0,·,-7
O=C(Cc1cccc(NC(=O)C2CCCN(C(=O)CCc3ccccc3)C2)c1)Nc1cccc(C(=O)N2CCCCC2)c1 (configuration not stated),0,-1.5,·,-1,-3,-8,6
CCCCNC(=O)c1cccc(NC(=O)C(=O)c2ccccc2NC(C)=O)c1,-4,·,-4,4,-3,1,-4
COC(=O)c1sc(S(=O)(=O)N2CCCCC2C(=O)O)c(C(=O)OC)c1C (configuration not stated),0,·,0,2,-8,-10,·
CCOC(=O)CC(NC(=O)CCc1c(C)nc2ncnn2c1C)c1ccc(OC(C)C)cc1 (configuration not stated),-2,-0.2,0,-4,1,·,4
C[C@@H]1CCCCO[C@@H](CN(C)Cc2ccc(C(=O)O)cc2)[C@H](C)CN([C@H](C)CO)C(=O)c2cc(NC(=O)Nc3ccc4c(c3)OCO4)ccc2O1,9,1.5,-3,-7,1,20[16.7 µM],3
CCOC1=C2[C@H](c3ccccc3Cl)N(S(=O)(=O)c3ccc(C)cc3)C[C@H]2C(C#N)(C#N)C(C#N)(C#N)C1,4,-0.5,2,2,·,-1,-16
COC(=O)c1ccc(OC(=O)C2CSC3(C)CCC(=O)N23)cc1 (configuration not stated),1,-0.5,-3,4,5,·,11
C=Cn1cc[n+](CC(=O)c2ccc(OC)c(OC)c2)c1,-18,-1.5,-4,1,1,-3,-3
CN(CC(=O)NCc1ccccn1)S(=O)(=O)c1ccc(F)cc1,3,-2.7,-2,5,2,-2,6
C[C@H]1CN([C@@H](C)CO)C(=O)c2cccc(NC(=O)c3ccc(-c4nccs4)cc3)c2O[C@H]1CN(C)S(=O)(=O)c1cccs1,-1,-0.9,3,4,-2,6[16.7 µM],1
Cc1ccc(CNC(=O)CN2NS(=O)(=O)c3ccccc3C2=O)cc1,1,-0.5,-3,-11,1,-6,-8
